IDH1 R132H inh: blocks human IDH1 R132H reductase activity; inhibition, % at 10 µM; AID 624101; O75874; diaphorase/resazurin fluorescence, 60 min; hit rate 0.18% among 70,000; in the data active = inhibition above about 34%;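 also: 0% = DMSO and 100% = no enzyme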
Target sequence (O75874 whole entry R132H): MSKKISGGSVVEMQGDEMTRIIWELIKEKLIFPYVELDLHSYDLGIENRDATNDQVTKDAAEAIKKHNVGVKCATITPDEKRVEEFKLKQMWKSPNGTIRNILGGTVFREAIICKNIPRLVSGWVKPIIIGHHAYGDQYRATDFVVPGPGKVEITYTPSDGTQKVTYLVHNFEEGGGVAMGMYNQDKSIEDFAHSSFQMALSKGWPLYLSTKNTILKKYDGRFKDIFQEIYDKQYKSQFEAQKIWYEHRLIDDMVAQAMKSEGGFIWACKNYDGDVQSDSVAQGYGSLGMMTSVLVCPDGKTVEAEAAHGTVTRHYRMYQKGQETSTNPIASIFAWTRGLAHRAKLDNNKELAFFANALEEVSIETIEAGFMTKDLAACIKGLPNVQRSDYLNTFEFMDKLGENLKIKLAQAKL
EZH2 inh: blocks human EZH2/PRC2 H3K27 methylation | Q15910 | AID 651548 | inhibition, % at 12.5 µM | hit rate 0.35% among 57,000 | DELFIA TRF, 1 h;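 active = mean inhibition of replicates at least 50% and every single replicate also reaching 50%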;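 also: dimethyl H3K27 on biotinylated H3 21-44 peptide detected by antibody; plate controls were median neutral control wells for no effect and median positive control wells for full effect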
The depositor's hits bear a star; · = not tested or not shown; & = joins results of further samples.

Start of the data: the first four compounds (preview)
SMILES,IDH1 R132H inh,EZH2 inh
C[C@H](CO)N1C[C@H](C)[C@@H](CN(C)C(=O)C2CC2)Oc2ncc(C#CC3(O)CCCC3)cc2C1=O,·,9
Cc1ccc(S(=O)(=O)N(C)C[C@H]2OCCCC[C@@H](C)Oc3ccc(N(C)C)cc3C(=O)N([C@@H](C)CO)C[C@@H]2C)cc1,·,-16
C[C@H](CO)N1C[C@H](C)[C@H](CN(C)Cc2ccncc2)Oc2ncc(C#CCC3CCCCC3)cc2C1=O,5.7,-5
COc1ccc(NC(=O)N(C)C[C@H]2Oc3ccc(NC(=O)NC4CCCCC4)cc3C(=O)N([C@H](C)CO)C[C@@H]2C)cc1,0.3,6

This part in full, from the start:
SMILES,IDH1 R132H inh,EZH2 inh
C[C@H](CO)N1C[C@H](C)[C@@H](CN(C)C(=O)C2CC2)Oc2ncc(C#CC3(O)CCCC3)cc2C1=O,·,9
Cc1ccc(S(=O)(=O)N(C)C[C@H]2OCCCC[C@@H](C)Oc3ccc(N(C)C)cc3C(=O)N([C@@H](C)CO)C[C@@H]2C)cc1,·,-16
C[C@H](CO)N1C[C@H](C)[C@H](CN(C)Cc2ccncc2)Oc2ncc(C#CCC3CCCCC3)cc2C1=O,5.7,-5
COc1ccc(NC(=O)N(C)C[C@H]2Oc3ccc(NC(=O)NC4CCCCC4)cc3C(=O)N([C@H](C)CO)C[C@@H]2C)cc1,0.3,6
Cc1cc(C)c(C(=O)CSc2nc(C)cc(=O)[nH]2)c(C)c1,-0.8,-8
O=C(CN1CCN(c2cccc(Cl)c2)CC1)Nc1ccc([N+](=O)[O-])cc1C(=O)Nc1ccccc1F,-0.5,3
C[C@@H](NC(=O)C[C@@H]1CC[C@@H](NC(=O)C2CCC2)[C@@H](CO)O1)c1ccccc1,-1.0,-3
C[C@H]1CN([C@@H](C)CO)C(=O)Cc2cc(NC(=O)C3CCCCC3)ccc2O[C@H]1CN(C)Cc1ccncc1,2.4,·
O=C(CSc1nc2ccccc2[nH]1)Nc1cccc(C(=O)O)c1,-0.5,-13
O=C(N[C@@H]1CC[C@@H](CCn2cc(-c3ccc(F)cc3)nn2)O[C@@H]1CO)c1cnccn1,-0.3,16
C[C@H](CO)N1C[C@H](C)[C@H](CN(C)C(=O)NC2CCCCC2)OCc2cnnn2CCCC1=O,·,5
C[C@@H]1CN([C@H](C)CO)C(=O)c2cc(NC(=O)c3ccncc3)ccc2O[C@H]1CN(C)S(=O)(=O)c1ccc(Cl)cc1,·,7
C[C@@H]1CN([C@@H](C)CO)C(=O)Cc2cc(NC(=O)Cc3cn(C)c4ccccc34)ccc2O[C@@H]1CN(C)C(=O)NC1CCCCC1,-23,2
COc1ccc(NC(=O)Cc2nc(-c3ccc([N+](=O)[O-])cc3)cs2)cc1,0.4,26
C[C@H](CO)N1C[C@H](C)[C@H](CN(C)C(=O)c2ccccc2F)Oc2ncc(C#CC(C)(C)O)cc2C1=O,-0.4,-9
O=C(NCC[C@@H]1CC[C@H](NC(=O)C2CCC2)[C@@H](CO)O1)c1cnccn1,0.3,17
C[C@@H]1CN([C@H](C)CO)C(=O)c2cc(NS(C)(=O)=O)ccc2O[C@H]1CN(C)S(=O)(=O)c1cn(C)cn1,1.5,·
COCC(=O)N1C[C@@H](C)[C@H](OC)CN(C)C(=O)c2ccc(NS(C)(=O)=O)cc2OC[C@@H]1C,-0.1,2
C[C@H]1CN([C@@H](C)CO)C(=O)c2cccc(NC(=O)c3cnccn3)c2O[C@@H]1CN(C)C(=O)Nc1ccc2c(c1)OCO2,-2.5,·
O=C(C[C@H]1C[C@H]2c3cc(NC(=O)C4CCC4)ccc3O[C@H]2[C@H](CO)O1)NCc1cccnc1,-1.1,-5
O=C(Cn1c2ccccc2n2nc(-c3cccs3)nc12)c1ccc(Cl)cc1,-0.5,·
COc1ccc(S(=O)(=O)N(C)C[C@H]2Oc3ccc(NC(=O)Nc4ccc(C(F)(F)F)cc4)cc3CC(=O)N([C@H](C)CO)C[C@@H]2C)cc1,-1.6,·
C[C@@H]1CN([C@H](C)CO)C(=O)CCCn2nncc2CO[C@H]1CN(C)S(=O)(=O)c1ccccc1,-0.7,4
CO[C@@H]1CN(C)C(=O)c2ccc(NS(=O)(=O)c3ccc(F)cc3)cc2OC[C@@H](C)NC[C@@H]1C,0.1,3
CC(C)NC(=O)Nc1ccc2c(c1)C(=O)N([C@H](C)CO)C[C@H](C)[C@@H](CN(C)S(=O)(=O)c1ccccc1)OCCCC[C@H](C)O2,0.4,·
Cc1cc(NC(=O)C2C(=O)c3ccccc3S(=O)(=O)N2C)no1 (stereo unspecified),-0.8,·
Cc1ccc(-c2ccc3c(c2)O[C@@H](CN(C)Cc2ccccc2)[C@H](C)CN([C@@H](C)CO)S3(=O)=O)cc1,2.5,26
C[C@H]1CN([C@@H](C)CO)C(=O)c2cc(NC(=O)Cc3ccccc3)ccc2O[C@@H]1CN(C)Cc1ccc(C(F)(F)F)cc1,1.3,-3
COc1ccccc1CNC(=O)C[C@@H]1C[C@H]2c3cc(NC(=O)CN(C)C)ccc3O[C@H]2[C@@H](CO)O1,-0.2,7
CC(C)C#Cc1ccc2c(c1)O[C@H](CN(C)C(=O)c1cnccn1)[C@@H](C)CN([C@@H](C)CO)S2(=O)=O,-0.3,-5
COc1ccc(S(=O)(=O)N(C)C[C@H]2Oc3c(NS(=O)(=O)c4cn(C)cn4)cccc3C(=O)N([C@@H](C)CO)C[C@@H]2C)cc1,-4.8,·
CCC(=O)N1C[C@@H](C)[C@@H](OC)CN(C)C(=O)c2cc(NC(=O)c3cnccn3)ccc2OC[C@@H]1C,0.2,12
CCC(=O)N[C@@H]1CC[C@@H](CC(=O)NCc2ccccc2F)O[C@@H]1CO,0.1,-3
COCC(=O)Nc1ccc2c(c1)[C@H]1C[C@H](CC(=O)N3CCc4ccccc4C3)O[C@@H](CO)[C@H]1O2,-0.6,-1
COc1ccc(NC(=O)Nc2cccc3c2O[C@@H](CN(C)S(=O)(=O)c2ccc(Cl)cc2)[C@H](C)CN([C@H](C)CO)C3=O)cc1,-0.9,·
C[C@H](CO)N1C[C@H](C)[C@@H](CN(C)Cc2ccncc2)Oc2ccc(NC(=O)Cc3ccccc3)cc2C1=O,·,-5

Three entries already listed, arranged by count of non-hydrogen atoms, falling:
SMILES,IDH1 R132H inh,EZH2 inh
CC(C)NC(=O)Nc1ccc2c(c1)C(=O)N([C@H](C)CO)C[C@H](C)[C@@H](CN(C)S(=O)(=O)c1ccccc1)OCCCC[C@H](C)O2,0.4,·
C[C@H](CO)N1C[C@H](C)[C@@H](CN(C)Cc2ccncc2)Oc2ccc(NC(=O)Cc3ccccc3)cc2C1=O,·,-5
COc1ccccc1CNC(=O)C[C@@H]1C[C@H]2c3cc(NC(=O)CN(C)C)ccc3O[C@H]2[C@@H](CO)O1,-0.2,7

Additional entries.
SMILES,IDH1 R132H inh,EZH2 inh
C/C=C/c1cnc2c(c1)C(=O)N([C@@H](C)CO)C[C@@H](C)[C@@H](CN(C)C(=O)NC1CCCC1)O2,0.4,5
Cc1ccc(S(=O)(=O)Nc2ccc3c(c2)C(=O)N([C@@H](C)CO)C[C@H](C)[C@@H](CN(C)C)OCCCC[C@@H](C)O3)cc1,-1.3,-1
CC(C)NC(=O)N(C)C[C@@H]1Oc2ncc(-c3cccc(C#N)c3)cc2C(=O)N([C@@H](C)CO)C[C@H]1C,-0.2,8
C[C@@H]1CN([C@@H](C)CO)C(=O)c2cc(NC(=O)Nc3ccc(C(F)(F)F)cc3)ccc2O[C@@H](C)CCCCO[C@@H]1CN(C)C,1.2,-27
C[C@@H]1CN([C@H](C)CO)C(=O)Cc2cc(NC(=O)c3ccncc3)ccc2O[C@H]1CN(C)S(=O)(=O)c1ccc(F)cc1,1.5,-3
Cc1noc(C)c1NC(=O)Nc1ccc2c(c1)C(=O)N([C@@H](C)CO)C[C@H](C)[C@H](CN(C)C(=O)NC1CCCCC1)O2,-0.3,·
CC(C(=O)Nc1cccnc1)N(c1ccc(Oc2ccccc2)cc1)S(C)(=O)=O (stereo unspecified),2.2,·
CNC[C@H]1Oc2ccc(NC(=O)Nc3ccc(C(F)(F)F)cc3)cc2C(=O)N([C@@H](C)CO)C[C@H]1C,4.7,-18
C[C@H]1CN([C@@H](C)CO)C(=O)CCCn2nncc2CO[C@@H]1CN(C)C(=O)c1ccccc1,-1.6,·
O=C(O)c1cccc(S(=O)(=O)Nc2ccc(O)cc2Sc2nc3ccccc3s2)c1,7.0,-20
COCCNC(=O)C[C@@H]1C=C[C@H](NC(=O)NC2CCCCC2)[C@H](CO)O1,0.0,-16
Cc1ccc(-c2cnc3c(c2)C(=O)N([C@@H](C)CO)C[C@H](C)[C@H](CN(C)C(=O)Cc2ccccc2)O3)cc1,-5.4,·
C[C@@H]1CCCCO[C@@H](CN(C)S(=O)(=O)c2ccc(Cl)cc2)[C@@H](C)CN([C@@H](C)CO)C(=O)c2cc(NS(=O)(=O)c3cn(C)cn3)ccc2O1,1.3,·
C[C@H]1CN([C@@H](C)CO)C(=O)Cc2cc(NS(=O)(=O)c3ccc(F)cc3)ccc2O[C@H]1CN(C)C(=O)Nc1ccc2c(c1)OCO2,0.2,·
CCS(=O)(=O)N[C@@H]1CC[C@@H](CC(=O)N2CCCCC2)O[C@@H]1CO,-0.3,7
CCn1c(SCC(=O)N2CCCc3ccccc32)nnc1-c1cccs1,0.3,·
CO[C@H]1CN(C)C(=O)c2ccc(NC(=O)C3CCCCC3)cc2OC[C@@H](C)N(Cc2nccs2)C[C@@H]1C,-0.4,-2
C[C@H]1CN([C@@H](C)CO)C(=O)c2cc(-c3cccnc3)cnc2O[C@H]1CN(C)S(C)(=O)=O,-0.6,-1
CNC[C@H]1Oc2ccc(NC(=O)Nc3ccc(C(F)(F)F)cc3)cc2CC(=O)N([C@H](C)CO)C[C@@H]1C,2.3,-11
CCCN(C)C[C@@H]1OCCCC[C@@H](C)Oc2ccc(NS(=O)(=O)c3cccs3)cc2C(=O)N([C@@H](C)CO)C[C@@H]1C,1.9,·
Cc1ccc(C(=O)CCC(=O)Nc2cccnc2)cc1C,0.5,8
C[C@H](CO)N1C[C@H](C)[C@@H](CN(C)Cc2cncnc2)Oc2cc(Br)ccc2S1(=O)=O,1.1,-2&-12
CCOc1ccc(C(C)=O)cc1Cc1c(O)nc(N)[nH]c1=O,-0.4,-4
C[C@H]1CCCCO[C@@H](CN(C)S(=O)(=O)c2ccc(Cl)cc2)[C@@H](C)CN([C@@H](C)CO)C(=O)c2cc(NS(=O)(=O)c3cn(C)cn3)ccc2O1,-0.5,·
C[C@@H]1CN([C@H](C)CO)C(=O)Cc2cc(NC(=O)Cn3cnnn3)ccc2O[C@H]1CN(C)C(=O)Nc1cccc2ccccc12,0.0,·
COc1ccc(S(=O)(=O)N[C@H]2CC[C@H](CC(=O)N3CCN(c4ccccc4)CC3)O[C@H]2CO)cc1,-0.1,-2
CCO[C@@H]1OC(C(=O)Nc2ccccc2)=C[C@H](c2coc3ccccc3c2=O)[C@H]1CCCO,·,-4
C[C@@H]1CCCCO[C@@H](CN(C)C(=O)NC2CCCCC2)[C@H](C)CN([C@@H](C)CO)C(=O)c2cc(NC(=O)NC3CCCCC3)ccc2O1,0.6,·
C[C@H](CO)N1C[C@H](C)[C@@H](CN(C)S(C)(=O)=O)OCCCC[C@H](C)Oc2ccc(NC(=O)Nc3ccc4c(c3)OCO4)cc2C1=O,2.2,·
COc1ccccc1-c1cnc2c(c1)C(=O)N([C@H](C)CO)C[C@H](C)[C@H](CN(C)CC1CCOCC1)O2,-2.5,6
C[C@@H]1CN([C@H](C)CO)C(=O)c2cc(NC(=O)c3ccncc3)ccc2O[C@H]1CN(C)Cc1ccc2c(c1)OCO2,·,10
COc1ccc(S(=O)(=O)Nc2ccc3c(c2)C(=O)N([C@@H](C)CO)C[C@H](C)[C@H](CN(C)S(=O)(=O)c2ccc(F)cc2)OCCCC[C@@H](C)O3)cc1,2.3,·
C[C@H]1CN([C@@H](C)CO)S(=O)(=O)c2ccc(/C=C/c3ccccc3)cc2O[C@H]1CN(C)C(=O)c1ccc2c(c1)OCO2,-0.1,·
CO[C@H]1CN(C)C(=O)c2cc(NC(C)=O)ccc2OC[C@@H](C)N(C(=O)C2CCCCC2)C[C@H]1C,-0.1,-4
C[C@@H]1CN([C@@H](C)CO)C(=O)c2cccc(NC(=O)C3CC3)c2O[C@@H]1CN(C)S(=O)(=O)c1ccccc1,-0.8,5
COc1ccc(CN(C)C[C@H]2Oc3c(NC(=O)c4ccc(-c5nccs5)cc4)cccc3C(=O)N([C@@H](C)CO)C[C@@H]2C)cc1,1.0,-12
C[C@@H]1CN([C@H](C)CO)C(=O)c2cc(C3=CCCCC3)cnc2O[C@@H]1CN(C)Cc1ccccn1,0.5,9
C/C=C/c1cnc2c(c1)C(=O)N([C@H](C)CO)C[C@@H](C)[C@H](CN(C)C(=O)Nc1ccccc1F)O2,-0.2,6
CC(C)OC(=O)N(C)C[C@@H]1OCc2ccccc2-c2c(n(C)c3ccccc23)C(=O)N([C@@H](C)CO)C[C@@H]1C,-0.6,-14
CN1CCN(C(=O)C[C@H]2C[C@@H]3c4cc(NC(=O)NC5CCCC5)ccc4O[C@@H]3[C@H](CO)O2)CC1,0.3,-13
C[C@@H]1CN([C@H](C)CO)C(=O)c2cc(C#CC(C)(C)O)cnc2O[C@H]1CN(C)C(=O)c1ccccc1F,-1.7,-11

Compound activity: PubChem, Broad Institute

Only part of the results is shown; the hit share may differ from the screen's.
